# Screening data deposited in PubChem by National Center for Advancing Translational Sciences (NCATS).
# Pf Dd2 inh – inhibitors of Plasmodium falciparum Dd2 growth. AID 1347417. 4.3% of 120,000 active. P. falciparum Dd2 growth, SYBR Green, 72 h. Potency, µM (titrated, usually from 28.9 µM), for the others: top-dose activity, negative = inhibition, hits mostly inhibitors; active = well fitted inhibition curve with a large enough effect; inconclusive = small, poorly fitted or top-dose-only effect; inactive = no such curve, though single readings can be large or run the other way;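 also: plate controls were DMSO vehicle for no effect and reference drug for full effect; nearly all actives have a fitted effect of over 65% in size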
#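 Readout: SYBR Green fluorescence, 485 nm excitation, 535 nm emission, after ~16 h lysis at 37C. Before that, Dd2-infected red cells (2.5% hematocrit) grew 72 h with compound, 29 uM top final concentration.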
# The depositor's hits bear a star; i = inactive; u = inconclusive; [ ] = dose if it differs, or a comment. Potency is read from the fitted curve at half-maximal effect. An excerpt; the hit share may differ from the screen's.
SMILES,Pf Dd2 inh
CC1CCC2(CC1)NC(=O)N(CC(=O)Nc1ccc(F)cc1F)C2=O (stereo unspecified),21.7%
CCn1nc(-c2ccc3c(c2)OCCO3)nc1N(C)C,-22.6%
O=C(c1ccc(Cl)cc1)N1CC2(CCCN2Cc2ccccn2)Cc2ccccc21 (stereo unspecified),u
CCOCC(=O)N1CCC2(CC1)CC(c1ccccc1)C(=O)N2C (stereo unspecified),-12.4%
Cc1ccc(CN(C(=O)c2ccc(F)cc2)c2ccccn2)o1,i
Cc1nnc2n1C(C)CN(C(=O)CCCn1nnc(-c3ccc(F)cc3)n1)C2 (stereo unspecified),-4.8%
CCN1CCC(O)(c2csc(CN(CC)CC)n2)CC1,4.2%[44.1 µM]
CNc1nccc(N2CCC(CC(=O)NCc3ccncc3)CC2)n1,i
CC(C)(C)c1coc([C@@H]2COCCN2C2CCCCC2)n1,u
O=C1C(OCC2CC2)C2(CCCCC2)N1C1CCN(Cc2ccncc2F)CC1 (stereo unspecified),i
COc1ccc(-c2nnc(C3CCN(C(=O)c4ccccc4F)CC3)o2)cc1,17.2%
CCOC(=O)CC(NC(=O)c1cc2c(=O)n3cccc(C)c3nc2s1)c1ccc(OCC)c(OC)c1 (stereo unspecified),u
COc1ccc(-c2[nH]nc3ncc(-c4ccccc4F)nc23)c(C)c1,i
Cc1ccc(C(=O)c2oc3ccccc3c2NC(=O)COc2ccc(C(C)C)cc2)cc1,38.1%[activator]
O=C(C1CCCCC1)N1CCC(C2CCN(Cc3cccc(F)c3F)CC2)C1 (stereo unspecified),i

# As a short view, part of the list above:
SMILES,Pf Dd2 inh
CC1CCC2(CC1)NC(=O)N(CC(=O)Nc1ccc(F)cc1F)C2=O (stereo unspecified),21.7%
CCn1nc(-c2ccc3c(c2)OCCO3)nc1N(C)C,-22.6%
O=C(c1ccc(Cl)cc1)N1CC2(CCCN2Cc2ccccn2)Cc2ccccc21 (stereo unspecified),u
CCOCC(=O)N1CCC2(CC1)CC(c1ccccc1)C(=O)N2C (stereo unspecified),-12.4%
Cc1ccc(CN(C(=O)c2ccc(F)cc2)c2ccccn2)o1,i
Cc1nnc2n1C(C)CN(C(=O)CCCn1nnc(-c3ccc(F)cc3)n1)C2 (stereo unspecified),-4.8%
CCN1CCC(O)(c2csc(CN(CC)CC)n2)CC1,4.2%[44.1 µM]
CNc1nccc(N2CCC(CC(=O)NCc3ccncc3)CC2)n1,i
CC(C)(C)c1coc([C@@H]2COCCN2C2CCCCC2)n1,u
O=C1C(OCC2CC2)C2(CCCCC2)N1C1CCN(Cc2ccncc2F)CC1 (stereo unspecified),i
COc1ccc(-c2nnc(C3CCN(C(=O)c4ccccc4F)CC3)o2)cc1,17.2%
CCOC(=O)CC(NC(=O)c1cc2c(=O)n3cccc(C)c3nc2s1)c1ccc(OCC)c(OC)c1 (stereo unspecified),u
COc1ccc(-c2[nH]nc3ncc(-c4ccccc4F)nc23)c(C)c1,i
Cc1ccc(C(=O)c2oc3ccccc3c2NC(=O)COc2ccc(C(C)C)cc2)cc1,38.1%[activator]
O=C(C1CCCCC1)N1CCC(C2CCN(Cc3cccc(F)c3F)CC2)C1 (stereo unspecified),i

# The main list resumes; the two compounds before the break are reprinted first.
SMILES,Pf Dd2 inh
Cc1ccc(C(=O)c2oc3ccccc3c2NC(=O)COc2ccc(C(C)C)cc2)cc1,38.1%[activator]
O=C(C1CCCCC1)N1CCC(C2CCN(Cc3cccc(F)c3F)CC2)C1 (stereo unspecified),i
COc1ccc(OC)c(CNC(=O)c2cnc(N(C)C)nc2)c1,51.5%[activator]
Cc1cn2nc(C(=O)N3CCC(C(=O)NCCc4ccccc4)CC3)cc2c(=O)[nH]1,u
Cc1nc(N2CCN(C(=O)c3ccc(C(C)(C)C)cc3)CC2)cc(C(F)(F)F)n1,u
COc1ccccc1CN1CC[C@@H](CO)N(C)c2ncccc2C1,10.6%[44.1 µM]
c1ccc(CCc2noc(CN3CCCCC3CCn3cccn3)n2)cc1 (stereo unspecified),i
O=C(c1cc(C2CC2)nc2onc(C3CCCNC3)c12)N1CCOCC1 (stereo unspecified),13.1%
COC(=O)c1c(S(=O)(=O)N2CCCCCCC2)sc2c1CCN(C(=O)C1CC=CCC1)C2 (stereo unspecified),u
COc1ccc(N2CCN(c3csc4ccccc4c3=O)CC2)cc1,-24.7%
CCC(C(=O)NCCc1ccc(Cl)cc1)n1ccc2cc(S(=O)(=O)N3CCCCC3)ccc21 (stereo unspecified),u
CCNC(=O)N1CCC[C@@H](O)[C@H](NC(=O)c2ccc(OCc3c(C)noc3C)cc2)C1,i
Cc1cccc(N2CCN(C(=O)CN3CCSc4ccccc43)CC2C)c1 (stereo unspecified),6.4%
COc1ccc(C(C)NC(=O)c2ccc(Cn3ccn4nc5c(c4c3=O)CCCC5)cc2)cc1 (stereo unspecified),u
O=C(Nc1cnc(-c2ccccc2)nc1)c1ccccc1,u
CC(C)c1ccc(N2CC(C(=O)NCc3nc(C(C)C)no3)CC2=O)cc1 (stereo unspecified),-17.7%
CN1C(=O)CS(=O)(=O)C12CCN(C(=O)c1ccc(Cl)cc1)CC2,-0.1%
COc1ccc(CC(=O)N(C)C2CCc3ccccc3C2)cc1 (stereo unspecified),u
CC(=O)c1ccc(NC(=O)CSc2nccn2Cc2ccc3c(c2)OCO3)cc1,30.4%[activator]
COc1ccc(C)cc1NC(=O)C(=O)NCCc1sc(-c2ccc(Cl)cc2)nc1C,0.2%
COc1ccc(NC(=O)C(C)(C)Oc2nn(C(C)C)c3ccc(CN4CCOCC4)cc23)cc1,i
Cc1cccc(NC(=O)C2CCN(S(=O)(=O)c3c(C)noc3/C=C/c3ccco3)CC2)c1,u
Cn1nc(C(=O)NC2CCN(c3cc(-c4cccs4)[nH]n3)C2)c2ccccc21 (stereo unspecified),u
CCC(=O)N1CCc2cc(S(=O)(=O)NC(CC(C)C)C(=O)NCCc3cccc(C)c3)ccc21 (stereo unspecified),i
O=C(CSc1nccn1Cc1ccccc1)NCc1ccc(F)cc1,31.0%[activator]
N#Cc1ccc(C(=O)N2C[C@@H]3C[C@H](C2)c2c(/C=C/c4ccc(Cl)cc4)ccc(=O)n2C3)cc1,i
C[C@]1(CO)[C@H]2Cc3sc(NC(=O)c4ccco4)nc3[C@@H](CC(=O)NC3CCCC3)[C@]2(C)CC[C@H]1O,-8.9%
COCc1ccc2c(c1)c(OC(C)(C)C(=O)Nc1cccnc1)nn2Cc1cccnc1,i
CN1CCC2(C1)CN(CC1CC1)c1ccc(C(=O)NCc3cccs3)cc12 (stereo unspecified),u
COc1ccc(NC(=O)c2c(-c3ccc(C)cc3)nnc3ccccc23)cc1OC,i
O=C(c1cn[nH]c1-c1ccc(F)cc1)N1CCCC(Cc2noc(-c3ccccc3)n2)C1 (stereo unspecified),u
COc1ccc(CC(=O)NCCc2sc3nc(-c4ccc(OC)cc4)nn3c2C)cc1,12.2%
CCCn1c(-c2cccc(Br)c2)nc2ccccc21,3.1%
Clc1ccc(N2CCN(c3ncnc4c3nc3n4CCCC3)CC2)cc1,-23.4%[5.79 µM]
O=[S+]([O-])(c1cccc(C(F)(F)F)c1)N1CC(Oc2ccc(F)c(F)c2)C1,7.6%
Cc1ccccc1OCCSc1nnc(-c2ccc([N+](=O)[O-])cc2)o1,4.3%
COc1ccc(CC(=O)Nc2cc(-c3nc4cccnc4s3)ccc2C)cc1,-7.3%
CCOc1ccccc1N(CC)C(=O)Nc1cn(C)c(=O)c2ccccc12,i
O=C(NC1C[C@H]2CC[C@@H](C1)N2C(=O)c1ccc2c(c1)OCO2)c1ccncc1 (stereo partly specified),-24.4%
O=C(COc1ccc(F)cc1)Nc1ccc(OCc2cc(=O)n3ccsc3n2)cc1,-10.8%
COc1ccc(CCC(=O)N2CCCCCNC(=O)[C@@H]3CCC[C@@H]32)cc1,-15.1%
COc1cc2c(cc1-c1c(-c3ccccc3)ncn1CCCO)CCC2,12.6µM*
CN1CCN(c2ccc(-c3cc4c(ccn4C)c(C(=O)NCC4CCC(=O)N4)n3)cc2)CC1 (stereo unspecified),i
COc1ccccc1OCc1nnc(-c2ccccc2)o1,-8.9%
CCn1ccc2c(OCC(=O)Nc3ccc(C)c(Cl)c3)cccc2c1=O,2.5%
COc1ccc2nc3sc(C(=O)Nc4ccccc4F)cc3cc2c1,9.4%
CN1CCN(CCCNC(=O)c2c(OCC3CC3)cc(=O)n3c2CCOCC3)CC1,3.5%
Cc1ccc(-n2c(=O)c3c(c4cc(C)ccc4n3C)n(CC(=O)Nc3c(C)cccc3C)c2=O)cc1,14.9%
COc1ccccc1-c1onc(C)c1C(=O)NCc1cccc(C)c1,-13.8%
CCC(=O)N1Cc2ccccc2CC2(CCCN2CC2CCOCC2)C1 (stereo unspecified),u
O=C(c1ccno1)N1C[C@@H]2OCC(=O)N(Cc3ccccc3)[C@@H]2C1,57.7%[activator][44.1 µM]
Cc1ccc(C(=O)N2CCCC3(CCNCC3)CC2)cc1Cl,-13.7%
CCOc1ccccc1NC(=O)Cn1ccn2nc(-c3ccc(F)cc3)c(CO)c2c1=O,i
CCC(=O)N1Cc2ccccc2CC2(CCCCN2CC)C1 (stereo unspecified),u
CC(C)NC(=O)N(C1CCOCC1)C1CN(S(=O)(=O)Cc2ccccc2F)C1,-29.3%
CCn1cnc(NC(=O)NC2CCN(Cc3cccnc3)CC2)n1,-11.1%
Cc1cc(Cl)ccc1NC(=O)N1CCCC1c1nncn1-c1ccccc1 (stereo unspecified),-6.0%
COCC(=O)N[C@H]1CC[C@]2(C)CC[C@@H]3[C@H](OC(=O)[C@H]3C)[C@H]2[C@@H]1C,-6.7%[44.1 µM]
Cc1cc(C)c2c(=O)cc(C(=O)NCc3ccc(S(N)(=O)=O)cc3)oc2c1,4.3%
O=C(O)[C@]12CCCN[C@@H]1CCN(Cc1ccc(-c3ccccn3)cc1)C2,-0.9%
CCc1cccc(NC(=O)CSC2=Nc3ccccc3N=C(c3ccc(F)cc3)C2)c1,u
Cc1cccc(OCC(=O)Nc2nnc(S(=O)(=O)N3CCCCCC3)s2)c1,-17.6%
# New compounds follow:
SMILES,Pf Dd2 inh
Cc1cccc(N2CCN(C(=O)c3ccc4nc(N5CCC(C)CC5)sc4c3)CC2)c1C,-6.8%
Cc1ccc2c(c1)N(C(=O)NCc1ccccc1)CCO2,192.0%[activator][5.79 µM]
COc1ccc(OC)c(S(=O)(=O)NCC(c2ccc(N(C)C)cc2)N2CCOCC2)c1 (stereo unspecified),-14.3%
CC(=O)NCCNC(=O)[C@H]1CN2CCC1C[C@@H]2Cn1cc(C(C)(C)C)nn1 (stereo partly specified),14.6%[44.1 µM]
Cn1c(=O)c2c(-c3ccccc3Br)n(C(C)(C)C)cc2n(C)c1=O,10.9%
Cc1ccc(N(C)S(=O)(=O)c2nnc(NC(=O)c3ccco3)s2)cc1,2.0%
Cc1ccc(C)c(Cn2c(C(=O)O)c(CNCc3cccs3)c3ccccc32)c1,-8.8%
Cc1ccccc1-c1nc(CS(=O)(=O)CC(=O)NCCc2ccccc2)c(C)o1,33.1%[activator]
CC(C)c1ccc(CNc2nc(-c3ccco3)nn2C(=O)c2ccc([N+](=O)[O-])cc2)cc1,u
Cc1ccc(CN2CCOc3cc([S+](N)(=O)[O-])ccc3C2)c(F)c1,-12.2%[44.1 µM]
Cc1ccccc1-c1cnc2[nH]cc(CC(=O)NC3CCOCC3)c2c1,14.8%[44.1 µM]
COc1ccccc1Nc1ncc2c(n1)CN(C(=O)c1cc3ccccc3n1C)CCN2,-6.5%[44.1 µM]
Cc1cnc(C(=O)NC2C[C@H]3CC[C@@H](C2)N3C(=O)CC2CCCCC2)cn1 (stereo partly specified),-24.9%
Cc1c(NC(=O)C(C)(C)C)cccc1-c1nc2ccccc2s1,-17.6%
Cc1ccc(-n2c(C3CCN(C(=O)c4ccc(C)nc4)CC3)n[nH]c2=O)cc1,-13.2%
CC(=O)N1CCCC(c2nn(-c3ccc(F)cc3)c(=O)[nH]2)C1 (stereo unspecified),-29.3%[44.1 µM]
CC(=O)Nc1ccc(S(=O)(=O)Nc2ccc3n(c2=O)C[C@H]2C[C@@H]3CN(C(=O)NC3CCCCC3)C2)cc1,-9.4%
Cc1noc(C)c1S(=O)(=O)N1CCC(Cc2nc(-c3ccncc3)n[nH]2)C1 (stereo unspecified),i
CN(CC1CCOC1)C(=O)Nc1cccc(C(F)(F)F)c1 (stereo unspecified),i[5.79 µM]
COC(=O)c1ccc(NC(=O)c2cc(S(=O)(=O)N3CCc4ccccc43)cn2C)cc1,54.1%
O=C1Nc2ccccc2C2(CCN(C(=O)c3cccnc3)C2)O1 (stereo unspecified),u
Cc1sc(C2C(C#N)=C(N)N(c3cccc(Cl)c3)C3=C2C(=O)CCC3)cc1CN1CCOCC1 (stereo unspecified),-9.6%
O=C1CN(C(=O)c2cnc3ccccn3c2=O)CCN1Cc1ccc(F)cc1,-10.2%
CCc1ccc(-n2nc(CO)c(C(=O)NC(C)c3ccc(Cl)cc3)n2)cc1 (stereo unspecified),i
CCc1ccc(CN(C)C(C(=O)O)c2c(OC)cccc2OC)nc1 (stereo unspecified),-14.8%
COc1ccc2c(c1)c(=O)c(C(=O)c1ccc(C)cc1)cn2Cc1ccccc1F,12.6µM*
CN1C[C@H](C(=O)NCc2ccccc2)C[C@H]1c1cccc(C(F)(F)F)c1,u
CC(=O)Nc1ccc(NC(=O)Cn2cc3c(n2)CCCCC3)cc1,22.7%
Cc1ccc(-n2cccc2CC(=O)N(C)Cc2ccco2)cc1,u
COc1cccc(CNC(=O)CCC2CCN(C(=O)c3ccccc3F)CC2)c1OC,-19.4%
COc1ccc(NC(=O)C2CCN(c3nc4ccccc4[nH]3)CC2)cc1OC,i
CCn1c(=O)c2cc(C(=O)NCc3cc(OC)ccc3OC)sc2c2ccccc21,u
CN(C)c1ccc(C(=O)NC[C@H]2O[C@@H](CO)[C@@H](O)[C@H]2N(C)Cc2ccccc2)cc1,-19.3%
O=C(O)CCNc1c(-c2ccc(F)cc2)nc2cnccn12,-6.7%
COc1ccc(-n2cc(C(=O)Oc3cc(C)cc(C)c3)c3ccccc3c2=O)cc1,-17.2%
